# HT1080NT lethal: qHTS for induction of synthetic lethality in tumor cells producing 2HG: qHTS for the HT-1080-NT fibrosarcoma cell line; HT-1080-NT fibrosarcoma viability, CellTiter-Glo ATP luminescence, 48 h; Potency, µM (titrated, usually from 46.1 µM), for inactives: top-dose activity, negative = less viability, actives largely listed as cytotoxic; hit rate 1.6% among 360,000;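 further: NT is the 2HG producing partner of a matched IDH1 knockdown line; potency means the concentration at half of the fitted maximal effect; 0% = DMSO-treated cells and -100% = media-only wells without cells; nearly all actives have a fitted effect of over 55% in size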
#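 Read-out is CellTiter-Glo luminescence after 10 minutes at room temperature, following 48 hours' compound treatment of HT-1080-NT cells (750 cells/well, RPMI, 5% FBS, 37 degrees C).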
# HT1080 IDH1KD tx: qHTS for induction of synthetic lethality in tumor cells producing 2HG: qHTS for the HT-1080-IDH1KD cell line; HT-1080 IDH1 knockdown viability, ATP luminescence, 48 h; Potency, µM (titrated, usually from 46.1 µM), for inactives: at the highest dose activity, negative = toxicity, most hits filed as cytotoxic; hit rate 2% among 360,000;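 further: potency means the concentration at half of the fitted maximal effect; 0% = DMSO wells and -100% = cell-free medium wells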
#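 Assay cells: HT-1080 with IDH1 knockdown, 750 per well, RPMI/5% FBS. Exposure: 48 h at 37 °C following 2 h pre-incubation. Read: CellTiter-Glo luminescence; fitted concentration-response, curve class assigned.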
# MCF10A rerep: A quantitative high throughput screen for small molecules that induce DNA re-replication in MCF 10a normal breast cells | MCF 10A DNA re-replication, Hoechst nuclear intensity, 48 h | Potency, µM (series often up to 46.1 µM), for inactives: at the highest dose activity, positive = re-replication, most hits filed as activators | hit rate 2.9% among 350,000; further: potency means the concentration at half of the fitted maximal effect; % of control where 0% means no effect; nearly all actives have a fitted effect of over 50% in size
# SW480 rereplic: A quantitative high throughput screen for small molecules that induce DNA re-replication in SW480 colon adenocarcinoma cells; SW480 DNA re-replication, Hoechst DNA content imaging, 48 h; Potency, µM (series often up to 46.1 µM), without a hit: at the highest dose re-replication activation, most hits filed as activators; hit rate 1.8% among 340,000; further: potency means the concentration at half of the fitted maximal effect; % of control where 0% means no effect; nearly all actives have a fitted effect of over 55% in size
#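 Readout is total intensity of Hoechst-stained nuclei, excited at 405 nm and collected at 500-530 nm. Compound treatment lasted 48 hr at 37 C in 5% CO2 before staining.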
# KB-V1 cytotox: qHTS assay for MDR1-selective chemotherapeutics: Primary screen using the drug-selected MDR subline cells KB-V1; KB-V1 MDR cells viability, CellTiter-Glo, 72 h; hit rate 3.4% among 400,000; Potency, µM (highest dose often 46.1 µM), inactives show at the highest dose activity change, negative = cytotoxicity, actives largely listed as cytotoxic; further: potency means the concentration at half of the fitted maximal effect; on the % scale 0 is the no-effect control and ±100 the full control effect; nearly all actives have a fitted effect of over 60% in size
#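 Cells of the MDR subline KB-V1 are plated, dosed with compound at multiple concentrations, and incubated 72 h at 37 degrees C; CellTiter-Glo is then added and luminescence read after 10 min.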
# ATXN2 expr inh: Primary qHTS for Inhibitors of ATXN expression; HEK-293 ATXN2-luciferase reporter, luminescence, 24 h; Potency, µM (series often up to 57 µM), without a hit: at the top dose activity change, negative = inhibition, actives largely listed as inhibitors; hit rate 0.72% among 360,000; AID 1745845, 2022; further: potency means the concentration at half of the fitted maximal effect; on the % scale 0 is the no-effect control and ±100 the full control effect; nearly all actives have a fitted effect of over 55% in size
#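 ATXN2-luciferase reporter cells (luciferase flanked by upstream and downstream ATXN2 gene portions) were treated 24 h at 37 °C with compounds at up to 57 uM. SteadyGlo luminescence gave expression; GF-AFC fluorescence gave viability.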
# WRN helicase inh: qHTS for Inhibitors of WRN Helicase. Bifunctional 3'-5' exonuclease/ATP-dependent helicase WRN (Homo sapiens), Q14191. WRN helicase unwinding, fluorescent forked duplex, kinetic. Potency, µM (doses to about 114 µM), for inactives: top-dose activity change, negative = inhibition, usual class: inhibitors. hit rate 0.46% among 360,000. AID 651768, 2012; further: potency means the concentration at half of the fitted maximal effect; on the % scale 0 is the no-effect control and ±100 the full control effect; nearly all actives have a fitted effect of over 55% in size
# Target sequence (Q14191 whole entry, looked up): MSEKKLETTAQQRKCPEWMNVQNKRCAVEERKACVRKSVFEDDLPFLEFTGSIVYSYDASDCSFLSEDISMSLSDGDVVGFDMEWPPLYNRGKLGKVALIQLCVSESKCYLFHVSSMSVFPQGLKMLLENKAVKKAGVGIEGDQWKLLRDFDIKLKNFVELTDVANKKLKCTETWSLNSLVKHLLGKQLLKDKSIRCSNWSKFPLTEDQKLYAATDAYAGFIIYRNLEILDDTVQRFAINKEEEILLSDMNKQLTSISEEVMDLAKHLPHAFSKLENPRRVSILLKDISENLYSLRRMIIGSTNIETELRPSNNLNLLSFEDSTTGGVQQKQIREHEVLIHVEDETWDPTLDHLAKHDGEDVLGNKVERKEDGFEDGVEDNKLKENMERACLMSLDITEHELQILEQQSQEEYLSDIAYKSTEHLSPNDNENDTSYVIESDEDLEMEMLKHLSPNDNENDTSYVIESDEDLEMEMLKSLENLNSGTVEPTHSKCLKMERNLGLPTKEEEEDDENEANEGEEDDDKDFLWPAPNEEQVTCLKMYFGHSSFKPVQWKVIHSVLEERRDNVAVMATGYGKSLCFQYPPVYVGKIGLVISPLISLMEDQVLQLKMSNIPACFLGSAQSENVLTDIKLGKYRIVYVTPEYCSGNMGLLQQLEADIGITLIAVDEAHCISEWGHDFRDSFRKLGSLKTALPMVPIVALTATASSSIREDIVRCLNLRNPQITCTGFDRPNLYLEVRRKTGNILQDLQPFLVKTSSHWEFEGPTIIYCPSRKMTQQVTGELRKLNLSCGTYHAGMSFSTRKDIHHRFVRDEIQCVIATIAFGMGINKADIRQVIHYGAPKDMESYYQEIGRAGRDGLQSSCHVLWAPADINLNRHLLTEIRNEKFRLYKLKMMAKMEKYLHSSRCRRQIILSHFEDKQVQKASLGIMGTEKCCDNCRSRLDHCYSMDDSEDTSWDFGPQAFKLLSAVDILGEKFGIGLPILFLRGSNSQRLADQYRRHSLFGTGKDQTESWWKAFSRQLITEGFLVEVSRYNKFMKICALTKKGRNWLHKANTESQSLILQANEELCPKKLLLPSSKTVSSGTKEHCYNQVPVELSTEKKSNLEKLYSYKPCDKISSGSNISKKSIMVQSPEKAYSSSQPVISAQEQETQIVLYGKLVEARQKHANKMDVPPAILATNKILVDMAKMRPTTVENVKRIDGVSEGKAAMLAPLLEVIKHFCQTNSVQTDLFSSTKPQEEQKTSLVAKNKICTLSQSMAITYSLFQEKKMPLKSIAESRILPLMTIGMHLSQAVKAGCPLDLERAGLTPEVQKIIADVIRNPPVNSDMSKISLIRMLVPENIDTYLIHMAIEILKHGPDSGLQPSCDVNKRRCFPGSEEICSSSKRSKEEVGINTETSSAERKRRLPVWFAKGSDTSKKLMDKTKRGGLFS
#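 Fluorescence dequenching readout, ex 525 nm/em 598 nm, kinetic mode: forked duplex DNA (100 nM final) with adjacent fluorophore and quencher unwound by WRN (20 nM final) with 2 mM ATP. Compound preincubation 15 min, room temperature.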
# IL1B secr inh: qHTS for Inhibitors of Inflammasome Signaling: IL-1-beta AlphaLISA Primary Screen; THP-1 LPS/ATP IL-1B secretion, AlphaLISA, 16 h; hits give low values; activity change, % at 57.5 µM; hit rate 4.7% among 360,000; AID 743279, 2014; in the data active means activity change below about -50%; inconclusive means mostly about -30% to -49%; further: on the % scale 0 is the no-effect control and ±100 the full control effect
#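 Secreted IL-1B measured by AlphaLISA bead assay after 16 h compound exposure of THP-1 cells; compounds (final up to 57.5 uM) added 1 h before LPS (250 ng/mL) and ATP (1.25 mM) stimulation; lower signal means less secretion.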
# KB-3-1 cytotox: qHTS assay for MDR1-selective chemotherapeutics: Primary screen using the parental adenocarcinoma cell KB-3-1; AID 1347075, 2019; Potency, µM (series often up to 46.1 µM), inactives show at the highest dose activity change, negative = cytotoxic, hits mostly cytotoxic; hit rate 1.4% among 400,000; KB-3-1 viability, CellTiter-Glo ATP luminescence, 72 h; further: potency means the concentration at half of the fitted maximal effect; on the % scale 0 is the no-effect control and ±100 the full control effect; nearly all actives have a fitted effect of over 60% in size
#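 Multi-concentration cytotoxicity screen in KB-3-1 cells grown in DMEM lacking phenol red with 10% FBS. After 72 h at 37 °C with compound, ATP-dependent luminescence was recorded.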
# Numbers without * were called inactive; i = inactive; ? = inconclusive; . = not tested or not shown; & = joins results of further samples; [ ] = dose if it differs, or a comment. Unless noted, the call rests on the fitted dose curve; in most records, active means well fitted curve in the direction sought with a large enough effect; inconclusive means small, poorly fitted or top-dose-only effect, or another doubt; inactive means no such curve, though single readings can be large; an effect the other way counts as inactive or inconclusive.
SMILES,HT1080NT lethal,HT1080 IDH1KD tx,MCF10A rerep,SW480 rereplic,KB-V1 cytotox,ATXN2 expr inh,WRN helicase inh,IL1B secr inh,KB-3-1 cytotox
COC(=O)c1ccc2c(=O)n(CC3CCCO3)c(SCC(=O)Nc3ccc(OC)cc3OC)nc2c1 (stereo not given),-1%,9%,1%,-1%,0%,4%,-2%,32,-2%
CN(Cc1ccccc1)S(=O)(=O)c1ccc(Cl)c(C(=O)N2CCC(C(N)=O)CC2)c1,-1%,2%,?,-1%,13%,0%,-19%,26,-4%
O=C(O)C1CC=CCC1C(=O)N1CCc2ccccc21 (stereo not given),1%,0%,1%,1%,19%,3%,-11%[57.1 µM],29,-3%
CCCc1nc(SCc2ccc(OCC)cc2)n[nH]1,7%,0%,4%,0%,14%,14%,9%,19,2%
Cc1ccc(-c2nnn(CC(=O)N(CC(=O)NCc3ccccc3)c3cccc(C)c3C)n2)o1,1%[9.24 µM],-9%,1%,-1%,6%,2%,-7%,-10,3%
Cc1noc(C)c1S(=O)(=O)NCCc1ccc(S(N)(=O)=O)cc1,0%,10%,-11%,6%[9.22 µM],6%,-9%,-3%,-23,0%
CCCC(=O)Nc1cccc(NC(=O)Cc2ccc(Cl)cc2)c1,-10%,-5%,.,.,?,10%,-17%,-10,-3%
CCN(CC)c1ccc(NC(=O)COc2ccc(N(C)S(=O)(=O)c3cccs3)cc2)cc1,-7%,-9%,1%,2%,?,-10%,0%,6,4%
Cc1cc(NC(=O)COC(=O)COc2ccc(Cl)cc2C)c([N+](=O)[O-])cc1C,1%,1%,1%,3%,-1%,-4%,2%,i,2%
Cc1ccccc1OCc1nc(-c2ccc(NC(=O)c3cccs3)cc2)no1,-25%,-13%,25%,2%,-15%,0%,-5%,-13,-17%
CC(C)(C)c1ccc(C(=O)N/C(=C\c2cccc([N+](=O)[O-])c2)C(=O)Nc2cccc(C(=O)O)c2)cc1,1%,-1%,?,-3%,4%,20%,?,2,4%
Cc1cc(C(C#N)c2ccccc2F)n2ncnc2n1 (stereo not given),0%,-11%,0%,-8%,1%,-13%,-8%,88,?
Cc1n[nH]c(=O)nc1NC1CCCCC1,0%,1%,11%,-13%,-4%,2%,-5%,-10,-5%
COc1cccc(-c2ncc3ccccc3c2COC(=O)c2ccc(C(C)(C)C)cc2)c1,-15%,?,22%,7%,-21%,-17%,-17%,15,-24%
CNC(=S)N/N=C/c1cn(CCOc2ccc(OC)cc2)c2ccccc12,-14%,-13%,?,6%,?,3%,0%,-22,-1%

# An excerpt from above in order of heavy-atom count, ascending.
SMILES,HT1080NT lethal,HT1080 IDH1KD tx,MCF10A rerep,SW480 rereplic,KB-V1 cytotox,ATXN2 expr inh,WRN helicase inh,IL1B secr inh,KB-3-1 cytotox
O=C(O)C1CC=CCC1C(=O)N1CCc2ccccc21 (stereo not given),1%,0%,1%,1%,19%,3%,-11%[57.1 µM],29,-3%
CNC(=S)N/N=C/c1cn(CCOc2ccc(OC)cc2)c2ccccc12,-14%,-13%,?,6%,?,3%,0%,-22,-1%
Cc1ccc(-c2nnn(CC(=O)N(CC(=O)NCc3ccccc3)c3cccc(C)c3C)n2)o1,1%[9.24 µM],-9%,1%,-1%,6%,2%,-7%,-10,3%

# Next section
SMILES,HT1080NT lethal,HT1080 IDH1KD tx,MCF10A rerep,SW480 rereplic,KB-V1 cytotox,ATXN2 expr inh,WRN helicase inh,IL1B secr inh,KB-3-1 cytotox
Cc1ccc(C)c(S(=O)(=O)N2CCCC2CNC(=O)C(=O)NC2CC2)c1 (stereo not given),0%,13%,3%,-1%,-13%,3%,-2%,1,4%
CCOc1ccccc1NC(=O)COC(=O)C(Cc1ccccc1)NC(=O)c1ccco1 (stereo not given),12%,11%,0%,-4%,4%,.,-6%,2,1%
Cc1c(C(=O)N2CCN(c3ccccc3)CC2)sc2ncnc(N3CCN(c4ccccn4)CC3)c12,15%,9%,1%,1%,?,13%,-8%,9,-20%
Cc1ccccc1N1CCN(C(=S)c2ccc(-c3ccc([N+](=O)[O-])cc3)o2)CC1,-5%,-7%,0%,0%,-24%,-18%,-5%,-3,-2%
COc1ccc(/C=C/C(=O)NC(=S)Nc2ccc(S(=O)(=O)Nc3ccc(OC)nn3)cc2)cc1,5%,0%,8%,?,-2%,10%,-20%[57.1 µM],0,?
O=S(=O)(Nc1ccon1)c1ccc(Br)s1,19%,15%,0%,-2%,0%,5%,0%,-5,1%
CCOC(=O)C1C(C(=O)OC)=C(c2ccc(OC)cc2)c2ccccc2N1S(=O)(=O)C(F)(F)F (stereo not given),3%,-1%,5%,4%,-3%,-15%,-1%,-20,5%
COc1ccc(NS(=O)(=O)c2cc(NC(=O)c3ccc(=O)[nH]c3)ccc2N2CCOCC2)cc1,-9%,?,0%,7%,-16%,-7%,-16%[57.1 µM],37,3%
COC(=O)[C@@H](NCc1cccc(CN[C@H](C(=O)OC)c2ccccc2)c1)c1ccccc1,9%,0%,-22%,-20%[9.22 µM],?,1%,0%,10,0%
Cc1ccc(S(=O)(=O)C2(C(=O)N3CCN(c4cc(C)ccc4C)CC3)CC2)cc1,-15%,-14%,3%,22%,-26%,0%,-7%,-24,0%
CCCCN(C)CCNC(=O)CN1C(=O)CSc2ccc(S(=O)(=O)N3CCOCC3)cc21,16%,18%,-1%,?,?,8%,-2%,7,-16%&20%
CCOC(=O)CSc1nc2cc(S(=O)(=O)N3CCOCC3)ccc2n1CC,0%,8%,-2%,76%,2%,3%,4%,-90*,2%
C/C(=N\N=C1\NC(=O)C(CC(=O)Nc2ccc(Cl)cc2)S1)c1ccco1 (stereo not given),-26%,-29%,0%,-33%,2%,-9%,-19%,-1,-7%
N[C@@H](Cc1ccccc1)c1nnc(SCc2ccccc2F)o1,8%,3%,0%,-14%,-5%,-24%,6%,24,2%
O=C(NC1CCCC1)C(c1ccncc1)N(C(=O)c1csnn1)c1cccc(F)c1 (stereo not given),6%,6%,24%,?,5%,4%,0%,0,2%
COc1ccc(-n2c(CN3CCN(C)CC3)nc3ccc([N+](=O)[O-])cc3c2=O)c(OC)c1,2%,15%,-7%,-3%,9%,.,0%,39,0%
COc1ccc(CSCC(=O)N/N=C/c2ccc(OCC(=O)N3CCCCC3)cc2)cc1,-1%,10%,21µM*,?,-20%,6%,-8%,-6,-4%
O=C(Nc1ccncc1)Nc1ccncc1,-2%,5%,-9%,-5%,-6%,0%,3%,29,1%
NC(=O)CSc1nnc(-c2ccc([N+](=O)[O-])cc2)o1,20%,23%,0%,1%,1%,4%,-8%,-15,0%
CCOc1ccc(S(=O)(=O)N2CCC(C(=O)NCc3ccccn3)CC2)cc1Cl,-12%,-1%,2%,-1%,-2%,-3%,2%[57.1 µM],-5,-3%
O=C(Nc1cc(S(=O)(=O)N2CCOCC2)ccc1Cl)c1cc2ccccc2o1,16%,-9%,-1%,1%,-6%,1%,-10%,-75*,4%
O=C(NCc1nc(-c2ccccc2)no1)c1ccc(Br)o1,11%,-4%,-1%,-3%,?,-8%,-2%,42,3%
O=C(O)c1ccccc1OCc1ccccc1Br,5%,1%,-1%,-5%,-26%,.,0%,0,?
COC(=O)c1ccc([C@H](NC(=O)c2ccco2)[C@]2(C)C[C@H]2C2CCCCC2)cc1,-18%,-7%,-63%[inhibitor],-4%,0%,-26%,-7%,-21,0%
C#CC(=O)N(c1cc(OC)ccc1OC)C(C(=O)NC1CCCC1)c1cccs1 (stereo not given),0.073µM*,0.73µM*,26%,0.15µM*,?,?,-6%,-120*,15µM*
COc1cccc(C=O)c1OC(=O)N1CCOCC1,0%,10%,3%,-5%,-1%,-22%,10%,-14,0%
Cc1ccc(NC(=O)CCc2c(C)nc3ncnn3c2C)nc1,15%,-13%,19%,-16%,21%,-7%,5%,6,1%
CC(=O)c1ccccc1OCC(=O)Nc1cccc(S(=O)(=O)N2CCCC2)c1,-1%,-2%,7%,-16%,-19%,.,2%,31,-7%
COc1ccc(NC(=O)N2CCCC2C(=O)NCC2CCCCC2)cc1 (stereo not given),6%,8%,1%,-33%[inhibitor],13%,-2%,-1%[57.1 µM],-1,3%
O=C(c1ccco1)N1CCN(C2CN(Cc3ccccc3)S(=O)(=O)C2)CC1 (stereo not given),12%,11%,.,.,18%,8%,5%,10,0%
c1csc(-c2nc3ccccc3s2)c1,16%,16%,4%,-3%,0%,98%[activator],-9%,2,-3%
COc1ccc(S(=O)(=O)N2CCC(C(=O)N3CCOCC3)CC2)cc1,5%,5%,-3%,-5%,0%,-6%,-2%,-5,2%
Cc1ccccc1OCC(=O)OCC(=O)N1CCCc2ccccc21,11%,16%,0%,-5%,?,5%,-5%,2,4%
CC(OC(=O)[C@@H](NC(=O)OCc1ccccc1)C(C)C)C(=O)Nc1ccc(N2CCOCC2)cc1 (stereo not given in full),-2%,-1%,-7%,3%,?,1%,-7%,0,-2%
Cc1ccc(CN(Cc2cccnc2)C(=S)Nc2cccc(Cl)c2C)cc1,-23%,-27%,15%,18%,-27%,-27%,-7%,?,?
CCCCOCCCn1c(-c2ccco2)nc2nc3ccccc3nc21,-2%,-8%,20%,16%[9.22 µM],0%,7%,-16%,-29,0%
COc1ccc(CCN2C(=NC(C)=O)SC3CS(=O)(=O)CC32)cc1OC (stereo not given),17%,13%,-4%,-3%,22%,35%,-22%,42,6%

# Screening results from PubChem BioAssay.
